Source: PubChem BioAssay
RORgamma inh: ROR gamma (mouse) transcription inhibition; P51450; Drosophila S2 Gal4-RORgamma UAS-luciferase reporter, 20 h; Potency, µM (doses to about 53.6 µM), for inactives: top-dose activity change, negative = inhibition, most hits filed as inhibitors; 310,000 tested, 5.4% active; AID 2551; also: potency is read from the fitted curve at half-maximal effect; % is scaled to controls: 0 for no effect and ±100 for the full control effect; nearly all actives have a fitted effect of over 60% in size
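A Gal4/UAS one-hybrid system in insect cells: metallothionein-promoter Gal4–ROR gamma fusion plus Photinus luciferase reporter. Copper sulfate 700 uM final, 20 hr ambient incubation, luminescent detection after 10 min with reagent.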
Tb PFK inh: blocks T. brucei phosphofructokinase; O15648; T. brucei PFK, ADP-Glo luminescence; Potency, µM (top dose mostly 57.5 µM), inactives show top-dose activity, negative = inhibition, actives largely listed as inhibitors; 330,000 tested, 0.17% active;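 also: potency is read from the fitted curve at half-maximal effect; 0% = uninhibited 1x PFK enzyme wells and -100% = no-enzyme wells; nearly all actives have a fitted effect of over 60% in size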
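1.25 nM PFK with 0.5 mM F6P and 0.1 mM ATP in 0.1 M TEA pH 8.0, 5 mM MgCl2, incubated 45 min at room temperature; ADP measured by ADP-Glo luminescence; compounds titrated up to 57 uM.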
Rab9 prom act: activators of Rab9 promoter; Huh7 Rab9 promoter-luciferase reporter, luminescence, 24 h; AID 485297; Potency, µM (series often up to 9.22 µM), without a hit: top-dose activation, negative = inhibition, usual class: activators; 320,000 tested, 2.8% active; also: potency is read from the fitted curve at half-maximal effect; % of control where 0% means no effect; nearly all actives have a fitted effect of over 60% in size
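Huh7 cells stably carrying a Rab9 promoter-luciferase reporter, 1500 cells per well in OP-MEM I with 10% FBS, treated with compound 24 hours at 37C. Luciferase activity read by luminescence after 10 minutes with Amplite reagent.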
NPC1 prom act: activators of NPC1 promoter; Huh7 NPC1 promoter luciferase reporter, 24 h; Potency, µM (doses to about 9.22 µM), inactives show at the highest dose activation, actives largely listed as activators; 320,000 tested, 2.4% active; AID 485313;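 also: potency is read from the fitted curve at half-maximal effect; % of control where 0% means no effect; nearly all actives have a fitted effect of over 60% in size; reporter is driven by a mutant NPC1 promoter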
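Quantitative HTS used a cell-based reporter: Huh7 cells stably bearing the NPC1 promoter upstream of luciferase were treated with compounds for 24 h, and promoter activation was read as luminescence.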
ELG1 genotox: induces genotoxicity in HEK293T cells with luciferase-tagged ELG1 | HEK293T ELG1-luciferase reporter, luminescence, 16 h | AID 504466 | 330,000 tested, 1.3% active | Potency, µM (top dose mostly 46 µM), without a hit: at the top dose activity change, positive = activation, hits mostly activators; also: potency is read from the fitted curve at half-maximal effect; % of control where 0% means no effect; nearly all actives have a fitted effect of over 60% in size
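ELG1-luciferase HEK293T cells, 2,000/well; compound pinned in; 16 hr, 37 °C, 5% CO2; ONE-Glo, 30 min RT; luminescence on CCD imager.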
p53 reactivation: mutant p53 re-activation in reporter cells; H1299 p53-A138V BP100-luciferase reporter, luminescence, 24 h; Potency, µM (top dose mostly 92.2 µM), without a hit: top-dose activity change, positive = activation, usual class: activators; AID 504706; 320,000 tested, 0.063% active; also: potency is read from the fitted curve at half-maximal effect; % of control where 0% means no effect; nearly all actives have a fitted effect of over 45% in size
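p53-null H1299 cells stably carrying temperature-sensitive p53-A138V and a BP100-luciferase reporter were pinned with compounds (4-point, 1:5 series) and held 24 hrs at 37 deg C. Luminescence was read 10 min after detection reagent.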
Gal4-VP16 FLuc: Gal4-VP16 reporter inhibition counter-screen; Drosophila S2 Gal4-VP16 UAS-luciferase, luminescence, 20 h; Potency, µM (top dose mostly 53.6 µM), without a hit: at the highest dose activity, negative = inhibition, usual class: inhibitors; 310,000 tested, 3.5% active; AID 2546;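 also: Gal4-VP16 expression switched on by copper sulfate through the metallothionein promoter; potency is read from the fitted curve at half-maximal effect; % is scaled to controls: 0 for no effect and ±100 for the full control effect; nearly all actives have a fitted effect of over 50% in size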
BRCA1 expr up: activators of BRCA1 expression | Potency, µM (titrated, usually from 46.1 µM), for inactives: at the top dose activation, actives largely listed as activators | MCF7-BRCA1-FFLuc reporter, luminescence, 48 h; response scale: scaled: vehicle 0%, 10 µM genistein 100% | 380,000 tested, 1.1% active; also: potency is read from the fitted curve at half-maximal effect; nearly all actives have a fitted effect of over 80% in size; some results filed as inactive show a strong effect at the top dose
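Cells: MCF7-BRCA1-FFLuc, 2000/well. Exposure: 48 h, 37 °C, 5% CO2. Read: luminescence, 15 min post-substrate. Controls: genistein 10 microM (maximal activation), DMSO (neutral).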
TRPV1 ag: activates the human vanilloid receptor TRPV1. 320,000 tested, 0.19% active. activation, % at 8.33 µM. Q8NER1. AID 540275. TRPV1-expressing cells, Fluo-8 calcium influx, agonist mode; in the data active = activation above about 80%; inconclusive = between about 30% and that limit; also: 0% is about no effect
Target sequence (Q8NER1 whole entry, looked up): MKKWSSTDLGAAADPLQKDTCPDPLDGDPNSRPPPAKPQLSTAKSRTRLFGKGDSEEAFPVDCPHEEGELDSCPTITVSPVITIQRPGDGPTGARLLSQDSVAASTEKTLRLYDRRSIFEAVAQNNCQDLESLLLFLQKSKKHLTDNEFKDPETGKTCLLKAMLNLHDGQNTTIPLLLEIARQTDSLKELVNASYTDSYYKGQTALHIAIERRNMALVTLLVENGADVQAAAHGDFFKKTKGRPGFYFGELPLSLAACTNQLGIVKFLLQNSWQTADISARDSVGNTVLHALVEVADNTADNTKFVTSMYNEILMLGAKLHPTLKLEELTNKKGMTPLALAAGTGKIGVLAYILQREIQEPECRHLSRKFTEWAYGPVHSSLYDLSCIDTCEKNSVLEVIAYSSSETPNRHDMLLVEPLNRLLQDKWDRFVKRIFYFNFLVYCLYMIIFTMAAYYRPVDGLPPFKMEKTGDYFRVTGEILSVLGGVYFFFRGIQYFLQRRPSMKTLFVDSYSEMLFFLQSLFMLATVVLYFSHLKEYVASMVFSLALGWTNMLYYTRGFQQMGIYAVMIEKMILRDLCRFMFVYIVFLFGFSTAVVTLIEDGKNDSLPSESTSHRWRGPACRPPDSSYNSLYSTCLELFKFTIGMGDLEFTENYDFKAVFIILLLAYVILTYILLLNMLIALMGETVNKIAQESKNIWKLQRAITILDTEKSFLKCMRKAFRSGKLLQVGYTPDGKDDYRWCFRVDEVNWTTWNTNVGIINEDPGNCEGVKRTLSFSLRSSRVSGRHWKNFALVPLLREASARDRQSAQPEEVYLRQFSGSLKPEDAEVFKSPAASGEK
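TRPV1-expressing cells were cultured overnight at 35.5C and loaded with Fluo-8 calcium dye for 40 to 90 min at room temperature. After a 10 s baseline, compound was added and calcium influx was read kinetically for 3 min (ex 480/em 520 nm).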
FLuc modulator: inhibits or activates purified firefly luciferase, miR-21 counter-screen | AID 588342 | 360,000 tested, 6.9% active | P08659 | Potency, µM (top dose mostly 57.5 µM), for inactives: at the top dose activity change, negative = inhibition, most hits filed as inhibitors | purified FLuc, Km substrates, luminescence inhibition;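 also: potency is read from the fitted curve at half-maximal effect; plate controls were vehicle for no effect and reference inhibitor for full effect; nearly all actives have a fitted effect of over 55% in size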
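Biochemical qHTS of compounds, final roughly 60 µM downward over six points, against 10 nM purified firefly luciferase using Km concentrations of substrates (10 uM D-luciferin, 10 uM ATP) in Tris acetate pH 7.5 buffer; luminescence output.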
ELG1 DNA repair: blocks ELG1-dependent DNA repair in HEK293T cells. HEK293T ELG1-luciferase reporter, luminescence, 16 h; DNA damage induced by 5-fluorouridine. Potency, µM (top dose mostly 46.1 µM), for inactives: at the top dose activity change, negative = inhibition, usual class: inhibitors. 330,000 tested, 2.3% active. AID 504467; also: potency is read from the fitted curve at half-maximal effect; % is scaled to controls: 0 for no effect and ±100 for the full control effect; nearly all actives have a fitted effect of over 55% in size
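Overnight (16 hr) co-exposure of 2,000 cells/well to 5-fluorouridine and compound at 37 °C preceded detection. Luciferase was quantified via ONE-Glo luminescence; loss of signal denotes inhibition.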
The depositor's hits bear a star; ? = inconclusive; / = not tested or not shown; [ ] = remark or other dose. Unless noted, calls follow the shape of the dose curve; as a rule, active = well fitted curve in the direction sought with a large enough effect; inconclusive = small, poorly fitted or top-dose-only effect, or another doubt; inactive = no such curve, though single readings can be large; an effect the other way counts as inactive or inconclusive.

Values run as follows: Gal4-VP16 FLuc	Rab9 prom act	NPC1 prom act	p53 reactivation	ELG1 genotox	FLuc modulator	RORgamma inh	BRCA1 expr up	ELG1 DNA repair	TRPV1 ag	Tb PFK inh
COc1cc(/C=C2/C(=O)NN(c3cccc(C)c3)C2=O)ccc1OC(=O)c1ccco1
  ?	8%	-4%	?	?	?	?	-24%	?	-5	-18%
O=C(N1CCOCC1)N1CCN(C(c2ccccc2)c2ccccc2)CC1
  -6%	-3%	1%	0%	0%	6%	-17%	-3%	-4%	?	4%
COc1ccccc1-c1nnc(NC(=O)c2cccc(N3C(=O)CCC3=O)c2)o1
  ?	-1%	-4%	4%	0%	19µM*	11µM*	-52%	5%	-1	10%
Cn1c(N)c(C(=O)COC(=O)CN2C(=O)c3ccccc3C2=O)c(=O)n(C)c1=O
  -1%	-4%	-1%	-4%	5%	0%	-3%	2%	4%	1	-1%
CCCc1c(C(=O)N/N=C/c2ccc(OCc3ccccc3)c(OC)c2)nnn1-c1nonc1N
  13%	-1%	-6%	19%	3%	-2%	7%	59%	8%	-1	1%
NC(=O)c1nn(-c2ccc(Cl)cc2Cl)c(=O)cc1O
  4%	-3%	-1%	1%	-1%	-4%	-7%	-31%	1%	1	-5%
C/C(=C\c1ccco1)CN1CCN(Cc2ccc(C)o2)C(CCO)C1 (centres undefined)
  -14%	1%	-1%	0%	0%	1%	-1%	-4%	-1%	2	-1%
CCOC(=O)c1[nH]ncc1CN1CCC(Cc2ccccc2)(C(=O)OCC)CC1
  -2%	-1%	-1%	-3%	-2%	-1%	-5%	2%	0%	2	2%
CN1C(c2ccccc2)CCOS1(=O)=O (centres undefined)
  0%	11%	0%	8%	2%	-10%	37%	-8%	16%	1	0%
Cc1ccc2n(n1)c(=O)c(Cc1ccccc1)c([O-])[n+]2-c1ccccc1
  -4%	-1%	0%	-7%	4%	4%	-21%	-11%	10%	-1	-2%
CCN(Cc1ccncc1)C(=O)c1ccccc1NS(=O)(=O)c1ccc(F)cc1
  -27%	-5%	-1%	-2%	-4%	-3%	23%	8%	3%	-6	-9%
COCCn1c(SCC(=O)NC2CCCC2)nc2ccccc2c1=O
  /	-2%	-3%	7%	2%	0%	/	-11%	3%	4	-4%
C=CCn1c(SCc2ccc(C(=O)Nc3ccccc3)cc2)nnc1-c1ccccc1
  -1%	10%	13%	13%	-7%	13µM*	?	16%	0%	0	-1%
Cc1nn(C)c(C)c1S(=O)(=O)N(CC(=O)NCCCOC(C)C)c1ccc(C(C)C)cc1
  -4%	5%	-3%	-3%	1%	4%	-2%	-6%	1%	11	6%
O=C(O)c1ccc(CN2CCCCC2)o1
  -6%	7%	0%	3%	-23%	2%	-23%	6%	0%	0	0%
O=C1c2ccccc2C(Nc2cccnc2)N1Cc1ccc2c(c1)OCO2 (centres undefined)
  1%	-2%	-2%	-14%	-1%	0%	-4%	9%	5%	6	-1%
Cc1ccc(C)c2c1cc(C)c1nnc(SCC(=O)NCc3ccc4c(c3)OCO4)n12
  -4%	-1%	2%	-9%	-1%	-3%	17%	-21%	-29%	1	-3%
Cc1ccccc1-c1ccc(=O)n(CC(=O)Nc2ccc(-n3cnnn3)cc2)n1
  -3%	-1%	-3%	-5%	-1%	0%	-2%	-30%	-3%	10	0%
Cc1cc2ccccc2nc1SCC(=O)N1CCCC1
  -12%	-2%	-5%	?	-1%	4%	-12%	-15%	0%	15	0%
CCc1ccc(C2C3=C(CCCC3=O)OC3=C2C(=O)CCC3)cc1
  2%	1%	-4%	1%	2%	1%	13%	7%	11%	3	4%
COc1ccc(CCNc2nc(Cl)nc(NC(C)(C)CO)n2)cc1OC
  -4%	3%	4%	-44%[inhibitor]	3%	0%	8%	0%	-17%	2	0%
O=C(NCc1ccco1)C1CC(c2ccc(F)cc2)=NO1 (centres undefined)
  19%	28%	8%	4%	7%	-11%	13%	0%	23%	0	-5%
Nc1o[nH]c(=O)c1Cc1ccccc1
  -1%	-3%	-3%	-2%	0%	0%	-7%	4%	9%	-1	-12%
CC[C@@]1(C(=O)OC)N[C@H](CN(C)S(=O)(=O)c2ccc(OC(F)(F)F)cc2)[C@@H]2C(=O)N(C)C(=O)[C@@H]21
  /	/	/	4%	-1%	/	/	6%	0%	/	6%
O=C(CNc1ccc(Br)cc1)NNC1=NCCC1
  7.1µM*	-1%	-6%	0%	3%	2%	5.6µM*	-11%	1%	-1	-3%
CCn1cc(/C=C(\NC(=O)c2ccccc2F)C(=O)NCCN2CCOCC2)c2ccccc21
  15%	1%	2%	-11%	-1%	-20%	0%	-18%	2%	5	0%
Cc1ccc(C(O)c2nccn2C)o1 (centres undefined)
  -27%	-5%	-2%	6%	3%	3%	-6%	27%	11%	0	-1%
COc1c(C)cc(C(=O)C2CCCN(C(=O)c3ccoc3)C2)cc1C (centres undefined)
  -4%	-6%	-4%	2%	3%	?	35%	26%	-1%	-2	-2%
Cc1cccc(OCC(=O)Nc2nnc(-c3ccco3)s2)c1
  9%	1%	0%	2%	4%	?	?	9%	0%	-2	6%
CC(C)(C)NC(=O)c1ccc2c(c1)N(CC(=O)NC1CCCC1)C(=O)C(C)(C)O2
  -3%	3%	1%	1%	0%	-1%	-12%	-17%	10%	5	-3%
Nc1c(-c2ccccc2)c(CSc2nc3ccccc3[nH]2)nn1-c1cccc(Cl)c1
  ?	-1%	0%	-16%	-2%	-5%	?	-58%	2.9µM*	-6	12%
Cc1cccc(NC(=O)CSc2nnc(-c3ccncc3)n2C)c1
  3%	1%	-8%	-4%	2%	6%	-4%	1%	-8%	-1	-1%
O=c1cc(O)nc(SCc2ccccc2Cl)[nH]1
  -4%	0%	0%	3%	0%	-3%	-4%	-13%	11%	/	-2%
CCOc1ccc(N=C2NC(=O)S/C2=C\c2ccc(N(C)C)cc2)cc1
  -1%	?	4.5µM*	?	?	12µM*	-2%	3.2µM*	?	3	2%
COc1ccc(/C=C/c2nc(C)c(-c3ccccc3)c(=O)[nH]2)cc1OC
  -6%	2%	-1%	-9%	0%	4%	-6%	0%	-19%	0	-7%
COc1ccc(/C=N/NC(=O)COc2ccc3ccccc3c2)c(C(=O)O)c1OC
  -9%	-2%	-2%	-4%	1%	-18%	0%	-2%	18%	1	-10%
C=CCn1c(N)c(C(=O)OCC(C)C)c2nc3ccccc3nc21
  -3%	4%	-2%	-6%	-1%	-4%	33%	-52%	?	8	1%
CN(C)S(=O)(=O)c1cccc(C(=O)Nc2cc3c(cc2C(=O)O)OCCCO3)c1
  4%	7%	16%	3%	8%	6µM*	-13%	53%	-2%	1	0%
Cc1cc(Cl)ccc1NC(=S)NCCc1ccc(Cl)cc1
  5µM*	1%	-3%	/	-7%	3%	6.3µM*	27%	-15%	-4	0%
COc1ccccc1-c1ccc2nnc(SC)n2n1
  -3%	5%	0%	-12%	?	4%	?	8%	?	-1	-5%
Cc1ccc(/C=C2/SC(=S)N(CCCC(=O)Nc3ccc(O)cc3)C2=O)cc1
  ?	-20%	-29%	1%	-3%	?	0.4µM*	-89%	16%	5	4%
CC(C)C[C@@H](CO)N1CCNCCC1=O
  0%	-5%	-5%	/	4%	4%	-9%	13%	1%	2	-1%
CCOC(=O)N1CCN(C(=O)CN2C(=O)NC(c3ccccc3)(c3ccccc3)C2=O)CC1
  -10%	-3%	3%	-1%	-4%	3%	8%	-9%	-13%	-5	-2%
O=C(CN(CCN1CCOCC1)C(=O)Cn1nnc(-c2ccc(F)cc2)n1)NC1CCCCC1
  -3%	-14%	1%	-12%	-8%	-1%	8%	0%	0%	10	3%
c1ccc(-c2cc3ccccc3cn2)cc1
  /	/	/	?	?	/	/	?	?	/	8%
O=c1cc(CSc2ccc(S(=O)(=O)N3CCCCC3)cn2)nc2sccn12
  2%	-2%	0%	3%	1%	6%	-17%	7%	-13%	-2	1%
O=C(NCCN1CCOCC1)c1ccc2c(c1)N(Cc1c(F)cccc1Cl)C(=O)c1ccccc1S2
  1%	-5%	0%	2%	-5%	-2%	1%	-4%	16%	5	-8%
O=C1CN(C(=O)c2ccccn2)c2ccccc2N1
  -3%	-2%	7%	0%	5%	0%	-27%[10 µM]	41%	1%	1	-6%
